# Screens: PubChem, The Scripps Research Institute Molecular Screening Center
# CHO-K1 Ca antag – nonselective inhibitor or artifact in parental CHO-K1 cells | ATP-induced calcium, Fluo-8 fluorescence | inhibition, % at 3 µM | 360,000 compounds, 0.6% hits;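 active = inhibition above a per-plate cutoff, the plate's mean sample inhibition plus 3 SD, cut at about 24% in these data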;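 also: 0% = DMSO plus EC80 ATP and 100% = DMSO alone without ATP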
# V1aR counter – counter-screen for oxytocin receptor agonists: human V1a receptor agonists; P37288; CHO-V1R cells, Fluo-8 calcium fluorescence, agonist mode; 0% DMSO, 100% 3 nM vasopressin; activation, % at 3 µM; 320,000 compounds, 0.25% hits;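 active = activation above the mean activation of all tested compounds plus 3 SD, per screening run, cut at about 20% in these data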;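 also: signal is peak over basal fluorescence ratio across a 100 second FLIPR read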
# M1 ag – agonists of human M1 muscarinic receptor. P11229. CHO-K1 hM1, Fluo-8 calcium fluorescence, agonist mode; 0% DMSO, 100% acetylcholine EC100. activation, % at 3 µM. 360,000 compounds, 0.33% hits. AID 588814;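 active = activation above the run's mean compound activation plus 3 SD, cut at about 16% in these data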;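 also: peak over basal fluorescence ratio within a 140 s kinetic read after compound addition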
# Target sequence (P11229 whole entry, looked up): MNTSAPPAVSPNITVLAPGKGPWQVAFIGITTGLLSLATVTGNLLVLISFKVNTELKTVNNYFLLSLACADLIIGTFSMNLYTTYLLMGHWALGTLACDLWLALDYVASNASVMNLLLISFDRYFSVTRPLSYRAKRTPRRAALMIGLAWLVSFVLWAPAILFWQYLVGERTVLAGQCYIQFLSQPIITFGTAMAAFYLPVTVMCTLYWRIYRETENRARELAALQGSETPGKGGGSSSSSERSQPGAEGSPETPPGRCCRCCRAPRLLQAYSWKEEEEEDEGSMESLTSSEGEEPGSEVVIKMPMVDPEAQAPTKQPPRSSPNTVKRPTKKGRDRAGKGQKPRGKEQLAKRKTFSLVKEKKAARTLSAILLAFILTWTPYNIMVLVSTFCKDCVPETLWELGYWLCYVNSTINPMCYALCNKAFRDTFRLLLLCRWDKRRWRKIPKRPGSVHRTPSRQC
# CHO-K1 Ca PAM – counter-screen for M1 PAMs: effect in parental CHO-K1 cells | 360,000 compounds, 0.02% hits | ATP EC20, Fluo-8 calcium fluorescence; 0% at ATP EC20, 100% at ATP max | activation, % at 3 µM;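 active = activation above the run cutoff, the mean activation of all test compounds plus 3 SD, cut at about 40% in these data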;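 also: peak over basal fluorescence ratio in a 140 s read after ATP addition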
# CHO parental Ca – counter-screen: ATP calcium response change in parental CHO cells. parental CHO-K1, ATP-induced calcium, Fluo-8 fluorescence. inhibition, % at 5.6 µM. AID 463079. 330,000 compounds, 0.63% hits;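 active = inhibition above that plate's mean sample inhibition plus 3 SD, cut at about 26% in these data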;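 also: 0% = ATP-challenged DMSO wells and 100% = DMSO wells without ATP; some compounds past the cut are filed as inactive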
#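 Material: Parental CHO cells | Reagent: ATP | Compound dosing: Single nominal dose of 5.6 µM per compound | Detection: Intracellular calcium via Fluo-8 no-wash fluorescent dye | Read-out: % inhibition of ATP-induced calcium mobilization | Benchmarks: Low control ATP plus DMSO, high control DMSO only | Replicates: Singlicate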
# TAAR1 antag – human TAAR1 antagonism. Q96RJ0. CHO RD-HGA16 TAAR1, Fluo-8 calcium fluorescence, antagonist. inhibition, % at 3 µM. 360,000 compounds, 1.5% hits. AID 624466;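 active = inhibition above a per-plate cutoff, the mean inhibition of test compounds on that plate plus 3 SD, cut at about 49% in these data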;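 also: 0% = DMSO plus EC80 beta-PEA response and 100% = DMSO alone without agonist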
#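 System: RD-HGA16 CHO cells with stable hTAAR1 and Gα16 | Probe or stimulus: EC80 β-phenethylamine stimulus | Dosing: 3 µM, single point | Times: Dye loading 75 min at 37 °C, then 30 min room temperature | Measured by: Fluo-8 calcium-sensitive fluorescence | Read-out basis: % inhibition of agonist calcium response | Replicates: n of 1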
# OXTR potentiate – potentiators of human oxytocin receptor; CHO-OTR cells, Fluo-8 calcium fluorescence, potentiator mode; 0% = oxytocin EC15, 100% = EC100; activation, % at 3 µM; 320,000 compounds, 0.061% hits; AID 2445;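 active = activation above that plate's cutoff, the mean activation of tested compounds plus 3 SD, cut at about 6.6% in these data, passing the limit was not always enough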;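 also: 100% uses oxytocin at 75 nM as the full agonist control; some results filed as inactive read as strong as hits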
# Target sequence (P30559 whole entry, looked up): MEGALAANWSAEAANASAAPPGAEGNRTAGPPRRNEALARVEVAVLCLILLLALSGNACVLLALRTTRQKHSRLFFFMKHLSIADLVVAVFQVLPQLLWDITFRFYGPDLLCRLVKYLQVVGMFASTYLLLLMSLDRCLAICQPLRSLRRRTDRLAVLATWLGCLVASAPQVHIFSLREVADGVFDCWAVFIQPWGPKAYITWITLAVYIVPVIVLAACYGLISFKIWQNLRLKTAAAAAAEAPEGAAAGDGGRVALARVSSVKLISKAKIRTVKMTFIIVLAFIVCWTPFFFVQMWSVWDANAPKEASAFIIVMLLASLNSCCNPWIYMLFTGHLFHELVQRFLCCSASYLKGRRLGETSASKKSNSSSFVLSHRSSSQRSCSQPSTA
#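 Assay system: CHO cell line stably expressing human OTR. Reagent: EC15 oxytocin agonist. Dosing: single dose, 3.0 µM nominal final compound concentration. Timing: compound 6 min at room temperature before oxytocin, 100 s read. Signal: kinetic Fluo-8 calcium fluorescence. Controls: oxytocin EC15 low and EC100 high.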
# CHO-K1 Ca ag – counter-screen for M1 agonists: effect in parental CHO-K1 cells | Fluo-8 calcium fluorescence; scaled to maximal ATP response, vehicle zero | activation, % at 3 µM | 360,000 compounds, 0.48% hits; in the data active = activation above about 15%;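 also: untransfected CHO-K1 host cells lacking M1 receptor as counterscreen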
# TAAR1 ag – human TAAR1 agonism | CHO RD-HGA16 TAAR1, Fluo-8 calcium fluorescence; vehicle wells 0%, saturating PEA agonist 100% | activation, % at 3 µM | 360,000 compounds, 0.99% hits | AID 624467;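 active = activation above the mean activation of all test compounds in the run plus 3 SD, cut at about 38% in these data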
#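 Assay system – CHO-derived RD-HGA16 cells with stable Gα16 and human TAAR1 · Compound dosing – one-point dosing at 3 µM (nominal) · Incubation – 17-24 h seeding, 75 min 37 °C dye, 30 min RT · Measured by – kinetic Fluo-8 calcium fluorescence · Control set – DMSO vehicle as 0%, PEA at EC100 as 100% · Repeats – single well for each compound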
# * hit, by the source's call; x = no result given.
SMILES,CHO-K1 Ca antag,V1aR counter,M1 ag,CHO-K1 Ca PAM,CHO parental Ca,TAAR1 antag,OXTR potentiate,CHO-K1 Ca ag,TAAR1 ag
COc1cc(/C=C/C(=O)OCC(=O)NC(=O)NC2CCCCC2C)ccc1OC(F)F (configuration not stated),-21,-0.4,-5,4,-22,-17,-8,0.5,-1
CC(C)(C)c1ccc(-c2cc(C(=O)NNC(=O)Nc3ccccc3)c3ccccc3n2)cc1,-1,2.0,2,-3,-18,14,-16,-0.3,0
CCCOC(=O)C1=C(C)NC2=C(C(=O)C(C(=O)OC)C(C)C2)C1c1ccc(N(CC)CC)cc1 (configuration not stated),-4,-0.4,-3,15,-13,-8,-7,0.7,3
COC(CNC(=O)C1CCC(CNS(=O)(=O)c2c(C)cc(C)cc2C)CC1)OC (configuration not stated),-3,-0.2,-5,2,-3,0,-7,1.7,0
CCOC(=O)N1CCC(NC(=O)c2cc(C(=O)Nc3ccc(S(=O)(=O)N4CCOCC4)cc3)ccc2CO)CC1,-9,0.8,-3,3,-10,6,-9,0.7,7
CCc1ccc2ncc(C(=O)c3ccccc3)c(N3CCOCC3)c2c1,11,-0.3,-4,-5,-4,x,-2,4.7,x
Cc1ccccc1NC(=O)CSc1nnc2ccc(-c3ccncc3)nn12,-4,-0.3,-6,16,-14,-41,0,0.5,1
CN(C)C(=O)c1cccc(-c2cc(NC=O)c3ncc(-c4ccc(F)cc4)n3c2)c1,-5,x,-4,20,x,-9,x,1.7,1
O=C(COc1ccc(F)cc1)Nc1c(C(=O)N2CCC(N3CCCCC3)CC2)oc2ccccc12,-6,4.2,-12,-1,-29,25,-8,2.5,5
COc1ccc(S(=O)(=O)Nc2ccc(C(N)=O)cc2)cc1C(=O)N1CCCCCC1,-2,1.2,-3,7,-11,-5,-4,0.6,-2
Cc1ccc(N=CC2=C(O)CC(c3ccccc3Cl)CC2=O)cc1 (configuration not stated),-5,-1.6,-2,5,-2,-33,-7,0.3,1
CN1C(C(=O)NCc2ccco2)CC2Cn3c(nc4ccccc43)C21 (configuration not stated),-18,2.1,-3,21,2,-8,2,0.7,12
CCOCCn1c(=O)c2c(nc3n2CC(C)CN3CCc2ccccc2)n(C)c1=O (configuration not stated),-9,0.1,-2,12,-6,-4,-3,0.7,7
Cc1cc(NC(=O)CSc2nc3cc(Cl)ccc3o2)no1,-3,0.5,-2,-10,1,-3,-10,0.4,-1
O=C(O)CCCCCNC(=O)c1ccccc1Br,-12,0.5,-1,14,-9,-6,-9,0.1,4
O=C(NC1CCCc2ccccc21)C1CCN(C(=O)c2sccc2-n2cccc2)CC1 (configuration not stated),0,0.8,0,22,-3,-15,-2,2.6,4
Cn1cnnc1Sc1ccc(/C=C(\CCC(=O)O)c2nc3ccccc3s2)cc1[N+](=O)[O-],-14,0.1,-5,9,-7,-25,1,0.4,2
CN(C)c1ccc(/C=C(/C#N)C(=O)Nc2nc3c(s2)CCN(Cc2ccccc2)C3)cc1,14,x,19*,-3,x,13,x,12,10
O=C(Cn1c(NCCCO)nc2ccccc21)c1ccc([N+](=O)[O-])cc1,2,8.1,-4,-5,-10,18,-7,0.0,-1
O=C(Nc1ccc2c(c1)OCCO2)c1cnccn1,-7,-0.2,-2,27,-2,-9,0,-0.4,1
CC(C)C(=O)Nc1c(O)c2ccccc2[nH]c1=O,9,1.1,-7,20,-6,0,1,8.1,-1
CC1CCC2(CC1)OCC1(CCC3(COC4(CCC(C)CC4)OC3)C1=O)CO2 (configuration not stated),16,-0.1,-1,-6,13,9,-6,0.2,0
O=C(OCC(=O)N1c2ccccc2Sc2ccccc21)c1cccnc1,0,3.1,-9,6,-28,-14,-10,1.2,10
Nc1cccc(-c2cncc(N3CCN(Cc4ccccn4)CC3)n2)c1,4,x,-7,-3,x,-8,x,0.2,1
Cn1c(N)c(C(=O)COC(=O)c2ccccc2C(=O)c2ccc(Cl)cc2)c(=O)n(C)c1=O,-12,4.6,-2,10,-15,15,-8,0.8,8

# At a glance, some entries already given:
SMILES,CHO-K1 Ca antag,V1aR counter,M1 ag,CHO-K1 Ca PAM,CHO parental Ca,TAAR1 antag,OXTR potentiate,CHO-K1 Ca ag,TAAR1 ag
COc1cc(/C=C/C(=O)OCC(=O)NC(=O)NC2CCCCC2C)ccc1OC(F)F (configuration not stated),-21,-0.4,-5,4,-22,-17,-8,0.5,-1
CC(C)(C)c1ccc(-c2cc(C(=O)NNC(=O)Nc3ccccc3)c3ccccc3n2)cc1,-1,2.0,2,-3,-18,14,-16,-0.3,0

# The listing continues:
SMILES,CHO-K1 Ca antag,V1aR counter,M1 ag,CHO-K1 Ca PAM,CHO parental Ca,TAAR1 antag,OXTR potentiate,CHO-K1 Ca ag,TAAR1 ag
COc1ccccc1NS(=O)(=O)c1ccc(C)c(C(=O)NC2CCN(Cc3ccccc3)CC2)c1,-5,x,-6,-9,x,14,x,2.2,2
O=C(O)c1cccc(S(=O)(=O)N(Cc2ccccc2)c2ccccc2Cl)c1,-9,x,1,-8,x,15,x,0.4,7
Cc1ccc(Nc2cc(C)nc(N3CCOCC3)n2)cc1,-23,-1.4,-6,12,-15,-6,-5,-0.6,42*
O=C(O)c1ccccc1Nc1ccccc1C(=O)O,-8,-0.1,-2,20,7,-3,-8,0.1,1
CC(=O)Nc1ccc(OCCOc2ccc(NC(C)=O)cc2)cc1,-8,0.6,-3,4,0,-9,-8,0.1,2
N#Cc1cccc(-c2csc(C(O)c3ccc(F)cc3)n2)c1 (configuration not stated),-1,x,-2,-8,x,-8,x,1.0,-2
c1ccc(CN2CCCC3(CCCN(Cc4nc(CC5CC5)no4)C3)C2)cc1 (configuration not stated),-3,-1.4,-8,19,-10,-17,-9,-0.1,-1
CC1C(=O)C(C)C(c2cccc(Br)c2)NC1c1cccc(Br)c1 (configuration not stated),-4,0.3,-3,-7,-40,1,-19,-0.8,-1
COc1ccc(C)cc1NC(=O)Nc1ccc(Br)cn1,-4,0.6,-4,21,-10,-3,0,0.6,3
CCN(Cc1ccc(OC)c(F)c1)C(=O)CCl,-19,-0.5,-4,14,-6,13,-7,2.1,6
CC1CCN(C(=O)CCc2ccc(Oc3cc([N+](=O)[O-])cc([N+](=O)[O-])c3)cc2)CC1,-3,4.0,-6,6,-19,-1,-12,4.3,23
Cc1cc(N2CCOCC2)ccc1/C=C1/SC(=O)NC1=O,11,0.4,-4,10,1,-27,-8,1.2,4
COc1ccc(NC(=O)CCC(=O)Nc2cc(OC)c(NC(=O)c3cccs3)cc2OC)cc1,-15,0.8,-6,9,-27,4,1,0.8,1
O=C(CN1C(=O)C2CC=CCC2C1=O)Nc1nnc(SCc2c(Cl)cccc2Cl)s1 (configuration not stated),-15,-0.5,-6,19,-4,-5,-9,0.2,-1
COc1ccccc1CNS(=O)(=O)N(C)C,-6,0.7,-5,19,-4,-18,4,0.4,3
COCCN(C)C(=O)CCc1nnc(Cc2ccc(-c3ccccc3)cc2)o1,-3,2.9,1,-8,-4,-3,-7,2.0,-3
Cc1ccc(NC(=O)COC(=O)CNC(=O)C2CCCCC2)cc1S(=O)(=O)N(C)C,3,2.5,-1,-16,-4,-7,-5,0.1,5
Cc1ccc(S(=O)(=O)N(CC(=O)Nc2ccccc2-c2ccccc2)c2ccc(C)cc2C)cc1,15,1.8,-1,-13,-25,3,-10,-0.7,1
CCN(CC)C(=O)Cn1nc(-c2ccncc2)nc1SCC(=O)Nc1ccc(OC)cc1,-11,-1.0,-10,7,16,-21,-8,-0.4,-2
Cn1ccc(CC(=O)N2CCC(N3CCC(C(=O)N4CCCC4)CC3)CC2)c1,-13,-0.1,-5,12,-1,7,-2,0.5,0
COc1ccc(CNC(=O)C[C@H]2C(=O)N(Cc3ccc(OC)cc3)C[C@@H]2Cc2ccccc2)cc1,-4,0.9,-8,10,-26,0,-21,-0.3,6
COC(=O)c1ccc(NC(=O)c2cccnc2)cc1,-3,1.1,-4,12,-7,-2,6,0.9,1
O=C(Nc1ccccc1)C1CCCCN1S(=O)(=O)c1ccccc1 (configuration not stated),-4,-0.6,-5,-9,-8,-17,-6,1.1,-1
COC(=O)[C@]1(C)N[C@H](CN(C)C(=O)Nc2ccc(OC)cc2)[C@@H]2C(=O)N(C)C(=O)[C@@H]21,-19,0.7,-1,16,-7,-27,0,0.9,3
Cc1cccc(OCC(=O)N2CCC(c3ccccc3)C2)c1 (configuration not stated),-4,-0.5,-6,19,-1,1,-5,0.6,11
Nc1ccc2c(c1)C(O)c1cccc(C(=O)O)c1-2 (configuration not stated),0,x,-2,-4,x,-23,x,-0.1,0
NS(=O)(=O)c1ccc(CCNC(=O)COC(=O)CC(c2ccccc2)c2ccccc2)cc1,-7,4.3,-3,15,-7,7,-10,2.1,10

# Already shown: an excerpt of the list.
SMILES,CHO-K1 Ca antag,V1aR counter,M1 ag,CHO-K1 Ca PAM,CHO parental Ca,TAAR1 antag,OXTR potentiate,CHO-K1 Ca ag,TAAR1 ag
CCN(CC)C(=O)Cn1nc(-c2ccncc2)nc1SCC(=O)Nc1ccc(OC)cc1,-11,-1.0,-10,7,16,-21,-8,-0.4,-2
Cn1ccc(CC(=O)N2CCC(N3CCC(C(=O)N4CCCC4)CC3)CC2)c1,-13,-0.1,-5,12,-1,7,-2,0.5,0
COc1ccc(CNC(=O)C[C@H]2C(=O)N(Cc3ccc(OC)cc3)C[C@@H]2Cc2ccccc2)cc1,-4,0.9,-8,10,-26,0,-21,-0.3,6
COC(=O)c1ccc(NC(=O)c2cccnc2)cc1,-3,1.1,-4,12,-7,-2,6,0.9,1
O=C(Nc1ccccc1)C1CCCCN1S(=O)(=O)c1ccccc1 (configuration not stated),-4,-0.6,-5,-9,-8,-17,-6,1.1,-1
COC(=O)[C@]1(C)N[C@H](CN(C)C(=O)Nc2ccc(OC)cc2)[C@@H]2C(=O)N(C)C(=O)[C@@H]21,-19,0.7,-1,16,-7,-27,0,0.9,3
Cc1cccc(OCC(=O)N2CCC(c3ccccc3)C2)c1 (configuration not stated),-4,-0.5,-6,19,-1,1,-5,0.6,11
Nc1ccc2c(c1)C(O)c1cccc(C(=O)O)c1-2 (configuration not stated),0,x,-2,-4,x,-23,x,-0.1,0
NS(=O)(=O)c1ccc(CCNC(=O)COC(=O)CC(c2ccccc2)c2ccccc2)cc1,-7,4.3,-3,15,-7,7,-10,2.1,10
